Screens deposited in PubChem BioAssay by several laboratories.
CRFBP-R2 block: antagonists of CRF-binding protein/CRF-R2 receptor complex. AID 588475. actives 0.59% (n = 350,000). inhibition, % at 11.8 µM. HEK293 CRF-R2/CRF-BP, CRF-induced calcium fluorescence;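 active = inhibition of the ligand-induced calcium signal above about 50% at the single tested concentration, limit read from the data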
CRFR2-BP ag: agonists of human CRF-binding protein/CRF-R2 receptor complex | AID 588473 | actives 0.46% (n = 350,000) | HEK293 CRF-R2/CRF-BP, calcium dye fluorescence (FLIPR); percent of saturating CRF peptide response | activation, % at 13.2 µM;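 active = activation of at least 50%, plus an integration ratio under a set limit after plate pattern correction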;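 note: plate controls were neutral control wells without compound for no effect and CRF at EC100 for full effect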
GalR3 antagonist: blocks the human galanin receptor 3; HEK293 GalR3-CNG cAMP membrane potential fluorescence; galR3 body fused to GalR1 C-terminus; inhibition, % at 3 µM; actives 0.44% (n = 360,000); AID 651719;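 active = inhibition above the screen-wide average plus 3 SD, cut at about 13% in these data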;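 note: forskolin and galanin both at EC90 stimulate the cells; cAMP rise reported by CNG channel membrane potential dye signal; 0% = forskolin plus galanin with DMSO and 100% = forskolin alone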
Target sequence (O60755 1-299 limits assumed): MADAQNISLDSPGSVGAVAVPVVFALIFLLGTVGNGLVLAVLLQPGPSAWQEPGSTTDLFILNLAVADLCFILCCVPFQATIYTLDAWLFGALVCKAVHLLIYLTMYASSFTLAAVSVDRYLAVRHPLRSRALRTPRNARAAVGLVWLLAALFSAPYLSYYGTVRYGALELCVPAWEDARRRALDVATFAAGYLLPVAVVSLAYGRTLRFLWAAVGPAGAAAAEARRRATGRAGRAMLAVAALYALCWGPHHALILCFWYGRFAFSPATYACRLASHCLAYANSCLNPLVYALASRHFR
Starred values were filed as active, the others as inactive. Only part of the results is shown; the hit share may differ from the screen's.

no.	molecule	CRFBP-R2 block	CRFR2-BP ag	GalR3 antagonist
1	CC(=O)c1ccc(-c2cccc([C@H]3[C@@H]4C=CC[C@@H](C)[C@@H]4C(=O)N3Cc3ccccc3)c2)cc1	-5	2.5	-5
2	CN(CC(=O)OCC(=O)NCc1ccccc1)S(=O)(=O)c1ccc(F)cc1	4	-1.2	-4
3	COc1cccc(-c2ncc3ccccc3c2COC(=O)c2cccc(Br)c2)c1	2	4.5	-3
4	COc1cc(C#Cc2c(-c3cncn3C)n(C)c3ccc(-c4cc(OC)c(OC)c(OC)c4)cc23)cc(OC)c1	-5	-2.1	8
5	Cc1cccnc1NC(=O)c1ccc2c(c1)NC(=O)C(C)S2 (centres undefined)	5	-1.0	3
6	CCc1cc2c(=O)n(CCCOC)c(SCC(=O)Nc3oc(C)c4c(C)n[nH]c(=O)c34)nc2s1	-7	-2.1	-2
7	CN(C)S(=O)(=O)c1ccc(NC(=O)CN2CCCC2c2ccc3c(c2)OCCCO3)cc1 (centres undefined)	33	-0.4	0
8	CC(=O)c1cccc(NC(=O)CSc2nnc(-c3ccncc3)o2)c1	-2	0.1	-8
9	Cc1ccc(NC(=O)c2cccc(S(=O)(=O)N(C)C3CCCCC3)c2)nc1	-12	-0.2	0
10	O=C(NCCCn1ccnc1)c1cccc(S(=O)(=O)Nc2ccc(Br)cc2)c1	-6	2.4	-4
11	Cc1ccn2c(=O)nc(SCC(=O)N3CCCc4ccccc43)nc2c1	-3	-1.7	1
12	COc1ccccc1N(C)S(=O)(=O)c1ccc(Cl)c(C(=O)Nc2ccncc2)c1	-2	-0.9	-6
13	COc1ccc(C(C)=O)cc1COC(=O)CCNS(=O)(=O)c1ccc(C)cc1	19	-1.9	-4
14	CCN1C(=NCc2ccco2)N[C@@H](c2cccc(C(F)(F)F)c2)C(C(=O)OC)=C1C	4	0.1	-3
15	O=C1C(Cl)=C(NCc2ccco2)C(=O)c2ccccc21	6	-2.8	2
16	CCN(CC(=O)NCc1cccs1)C(=O)c1ccc(-c2ccc(F)cc2)o1	5	-1.1	-9
17	CC1C(=O)N2CCCc3cc(S(=O)(=O)Nc4ccccc4F)cc1c32 (centres undefined)	0	-1.6	-7
18	CC(NC(=O)C1=CC=CN2CCS(=O)(=O)N=C12)c1ccc(Cl)cc1Cl (centres undefined)	-27	0.7	-8
19	O=C(CCc1nc2ccccc2c(=O)[nH]1)NNC(=O)c1ccc(Cl)cc1	8	-0.5	-2
20	COc1ccc(-c2ccc3c(c2)O/C(=C\c2ccsc2)C3=O)cn1	-11	6.5	-6
21	O=C(CCNC(=O)c1ccco1)NC(Cc1c[nH]c2ccccc12)C(=O)O (centres undefined)	-8	1.1	-4
22	Cc1ccc(S(=O)(=O)N2C[C@H]3C(=O)C[C@@H](c4ccccc4)N(S(=O)(=O)c4ccc(C)cc4)[C@H]3C[C@H]2c2ccc(Cl)cc2)cc1	-3	-1.3	-3
23	O=S(=O)(Nc1cccc(-c2ccc(N3CCOCC3)nn2)c1)c1ccc(Cl)c(Cl)c1	-2	-0.8	-3
24	CN(C)c1cccc(C(=O)OCCCC(=O)c2ccc(F)cc2)c1	2	-0.5	-4
25	COc1ccc(CCN(C)C(=O)c2cc(S(=O)(=O)NCc3ccccc3)ccc2C)cc1OC	7	-2.4	-2
26	COc1ccc(Cl)cc1S(=O)(=O)NC(C)c1cnn(-c2ccccn2)c1C (centres undefined)	-9	8.1	-2
27	CC1=C(C(=O)N2CCOCC2)CC(CC(=O)NC2CCCCC2)C(=O)N1Cc1ccc(C(C)(C)C)cc1 (centres undefined)	20	-1.9	-3
28	CCOc1ccc(N(C)S(=O)(=O)c2ccc(C)c(C(=O)N3CCN(Cc4ccc5c(c4)OCO5)CC3)c2)cc1	13	1.6	-9
29	CC[C@H](C)[C@H]1CNC(=O)C(=O)N1CC1CCN(CCc2ccc(Cl)c(Cl)c2)CC1	21	12	-6
30	CCOc1ccc(C(C)=O)cc1COC(=O)CN1C(=O)NC2(CCCC2)C1=O	-3	-0.6	-2

Along the list, from the results shown:
GalR3 antagonist for entries 19 to 30 → -2, -6, -4, -3, -3, -4, -2, -2, -3, -9, -6, -2

Additional results.
no.	molecule	CRFBP-R2 block	CRFR2-BP ag	GalR3 antagonist
31	O=C(/C=C/c1ccccc1Cl)OCC(=O)N1CCCC1	-2	-1.1	-7
32	C[C@H](CO)N1C[C@H](C)[C@@H](CN(C)Cc2ccccc2)Oc2c(NC(=O)Cc3ccccc3)cccc2C1=O	8	-1.1	-6
33	COc1ccc(NC(=O)CNc2cccc(S(=O)(=O)N3CCCCCC3)c2)c([N+](=O)[O-])c1	16	-0.2	-3
34	N#CC1(C(N)=O)OC12CCS(=O)(=O)c1ccccc12 (centres undefined)	11	0.9	-5
35	O=C(c1ccc(F)cc1)N1CCC(C(=O)N2CCN(Cc3ccc4c(c3)OCO4)CC2)CC1	6	-0.1	-4
36	O=C(NCc1ccccc1)C1CCCN(C(=O)c2ccc(F)cc2)C1 (centres undefined)	-11	1.2	-5
37	N#Cc1ccc(C(=O)OCC(=O)Nc2cccc(S(=O)(=O)N3CCCCC3)c2)cc1	2	-1.0	6
38	CCOc1ccc(C(=O)C(C)OC(=O)Cn2cnc3c2c(=O)n(C)c(=O)n3C)cc1 (centres undefined)	-5	-0.1	-6
39	CN(C(=O)CSc1nnc(Cc2ccccc2F)n1N)C1CCCCC1	5	-0.2	-5
40	CCOC(=O)N1C2c3ccccc3C(c3ccccc32)N1C(=O)OCC	6	-2.8	-7
41	Cc1cc(=O)[nH]c(NN=Cc2c(Cl)cccc2Cl)n1	-13	-4.0	-2
42	O=C(Nc1ccc(C(=O)N2CCCC2)cc1)C1CCCC1	-4	-2.7	-4
43	CC(C)(C)c1ccc(S(=O)(=O)N2CCN(CC(=O)NC(=O)NC3CCCCC3)CC2)cc1	3	1.1	0
44	CCN1CCN(c2ccc(Cl)cc2NC(=O)c2ccco2)CC1	-21	2.4	-4
45	O=C(CNc1ccccc1F)Nc1cc(S(=O)(=O)N2CCCCC2)ccc1Cl	0	-0.7	-8
46	Cn1nc(C(=O)OCC(=O)Nc2ccccc2[N+](=O)[O-])c2ccccc2c1=O	9	-1.9	-6
47	COc1cccc(C(=O)NCCS(=O)(=O)NCc2ccc3c(c2)OCO3)c1	-2	-1.3	-5
48	CCN(CC)c1cccc(OCC(=O)N2c3ccccc3CC2C)c1 (centres undefined)	13	-1.2	-4
49	CCCCc1ccc(N=N/C(C(=O)Nc2ccc(NC(C)=O)cc2OC)=C(/C)O)cc1	6	1.1	-6
50	C[C@@H]1CN([C@@H](C)CO)S(=O)(=O)c2ccc(Br)cc2O[C@@H]1CN(C)C(=O)c1ccncc1	10	-0.8	-4
51	CCCn1c(N)c(C(=O)CN(C)CC(=O)Nc2ccc(C)cc2)c(=O)[nH]c1=O	-22	1.7	-1
52	CCN(C(=O)COC(=O)CCc1c[nH]c2ccccc12)c1c(N)n(Cc2ccccc2)c(=O)[nH]c1=O	7	0.7	-3
53	Cc1noc(C)c1COc1ccccc1C(=O)N1CCN(S(=O)(=O)c2ccccc2C(F)(F)F)CC1	-2	-0.9	-1
54	COc1ccc(OCC(=O)NC(=O)c2ccccc2OC)c([N+](=O)[O-])c1	-5	-1.2	8
55	Cc1ccc(S(=O)(=O)c2ccc([N+](=O)[O-])o2)cc1	-29	-2.9	9
56	C[C@H](O)[C@@H]1C(=O)N2CCc3c([nH]c4ccccc34)[C@@H]2C[C@@H]1N(C)Cc1ccc2c(c1)OCO2	-9	2.4	-5
57	CCOc1ncccc1C(=O)OCC(=O)Nc1ccc2c(c1)OCCO2	-2	-0.3	-1
58	O=C(NCc1ccccn1)c1ccccc1OCc1ccccc1Cl	26	-1.8	-7
59	CCOC(=O)c1c(C)[nH]c(C(=O)COC(=O)c2cc(C)oc2C)c1C	-5	1.0	-5
60	O=C1C=C(c2cccc(Cl)c2O)C[C@@H](c2ccc3c(c2)OCO3)C1	1	0.6	-2
61	CCCN(CC(=O)Nc1ccccc1OC)C(=O)CCNC(=O)c1ccccc1OC	-2	-1.3	-1
62	O=C(NCCc1ccccn1)c1c(-c2ccccc2)sc2ccccc12	11	-2.7	-9
63	COc1ccc(N2CC(C(=O)N(C)CC(=O)Nc3ccc(Cl)c(C(F)(F)F)c3)CC2=O)c(OC)c1 (centres undefined)	-12	0.4	-2
64	COc1cc(OCc2ccc(C)cc2)ccc1CNC[C@H]1O[C@@H](n2cnc(C(N)=O)n2)[C@H](O)[C@@H]1O	-6	2.2	-3
65	C[C@H](NC(=O)c1[nH]cnc1C(=O)Nc1cccc(Cl)c1)c1ccccc1	3	1.2	-3
66	Nc1nc(COC(=O)CCC(=O)c2ccccc2)nc(Nc2ccccc2)n1	-4	-2.0	-4
67	N#CCCN(C(=O)COC(=O)CCc1c[nH]c2ccccc12)c1ccccc1	0	-0.3	-2
68	COc1ccc(-c2csc(NC(=O)CSc3nnnn3C)n2)c(OC)c1	5	-1.5	-4
69	CN(C)c1ncnc2c1ncn2C1CCCO1 (centres undefined)	6	0.1	-4
70	O=C(CSc1ccc2nnc(-c3cccs3)n2n1)N1CCOCC1	28	1.5	-4
71	CCN[C@H]1C[C@H](C)S(=O)(=O)c2sc(S(N)(=O)=O)cc21	-8	0.2	-2
72	O=C(COc1ccc([N+](=O)[O-])cc1)Nc1nc(-c2ccccn2)cs1	1	8.1	-3
73	CCCCn1c(N)c(N(CC(C)C)C(=O)c2ccc(-c3ccc(Cl)cc3)o2)c(=O)[nH]c1=O	0	0.4	-3
74	COc1cc2c(cc1CNC[C@H]1O[C@@H](n3cc(C)c(=O)[nH]c3=O)C[C@@H]1O)OCO2	5	1.0	-5
75	CN(CC(=O)Nc1ccccc1Cl)C(=O)Cn1cnc2ccc(Cl)cc2c1=O	-6	0.1	2

Reprinted at random: 5 entries already listed, in no set order.
no.	molecule	CRFBP-R2 block	CRFR2-BP ag	GalR3 antagonist
70	O=C(CSc1ccc2nnc(-c3cccs3)n2n1)N1CCOCC1	28	1.5	-4
72	O=C(COc1ccc([N+](=O)[O-])cc1)Nc1nc(-c2ccccn2)cs1	1	8.1	-3
74	COc1cc2c(cc1CNC[C@H]1O[C@@H](n3cc(C)c(=O)[nH]c3=O)C[C@@H]1O)OCO2	5	1.0	-5
65	C[C@H](NC(=O)c1[nH]cnc1C(=O)Nc1cccc(Cl)c1)c1ccccc1	3	1.2	-3
66	Nc1nc(COC(=O)CCC(=O)c2ccccc2)nc(Nc2ccccc2)n1	-4	-2.0	-4

Additional compounds:
no.	molecule	CRFBP-R2 block	CRFR2-BP ag	GalR3 antagonist
76	CC(=O)N1CCOc2ccc(S(=O)(=O)NC[C@H]3O[C@@H](n4cnc5c(N)ncnc54)[C@H](O)[C@@H]3O)cc21	-1	-1.3	11
77	C=CCNc1nc(C(=O)OCC(=O)Nc2ccccc2C(F)(F)F)cs1	7	0.9	-2
78	O=C(CSc1nc(=O)n2ccccc2n1)NCc1ccccc1	9	-0.7	-3
79	O=P(Nc1ccccc1)(Nc1ccccc1)c1ccccc1	-8	0.7	-4
80	CCOC(=O)N1CCN(S(=O)(=O)c2ccc(C(=O)N(CCCN(C)C)c3nc4cc(OC)ccc4s3)cc2)CC1	-8	2.3	9
81	O=C(CSc1nnc(COc2ccc(Cl)cc2)o1)Nc1nccs1	-22	21	-3
82	CN(c1ccccc1)S(=O)(=O)c1cccc(C(=O)Nc2ccc(N3CCOCC3)cc2)c1	-8	0.3	-6
83	Cc1nn(-c2ccccc2)c(C)c1NC(=O)COc1ccc([N+](=O)[O-])cc1	7	1.1	3
84	CN(C(=O)Cn1nnc(-c2ccc(F)cc2)n1)C1CCS(=O)(=O)C1 (centres undefined)	1	0.7	-5
85	CC(=Nc1ccccc1)C1=C(O)C(CC(C)C)NC1=O (centres undefined)	2	-1.9	-3
86	CCN1C(=O)[C@H]2[C@@H](c3ccc(C(F)(F)F)cc3)N[C@]3(CCCN(Cc4ccco4)C3=O)[C@H]2C1=O	13	2.5	-6
87	CC(=O)Oc1cc2c(c3ccccc13)CCC2=O	-9	2.5	-7
88	COc1cc([N+](=O)[O-])ccc1NC(=O)CN1C(=O)NC2(CCCCC2C)C1=O (centres undefined)	3	1.6	-6
89	CC(=O)N(Cc1ccccc1)C(CC(=O)NCc1ccccc1)C(=O)O (centres undefined)	17	-0.4	-2
90	CCC(C)NC(=O)CSc1nc2cc(S(=O)(=O)N3CCOCC3)ccc2n1CC (centres undefined)	3	0.5	-3
91	Cc1cc(Cl)ccc1NC(=O)CCN1C(=O)C2CCCCC2C1=O (centres undefined)	3	-0.7	-2
92	Cc1ccc(C(=O)NCCc2ccccc2)cc1S(=O)(=O)N1CCOCC1	-3	-0.4	-5
93	COc1ccc(CC(=O)OCC(=O)Nc2ccc(Cl)cc2C)cc1	10	-3.5	-3
94	CCCCCCSc1ccc(-c2nc3cnccn3c2NCCCC)cc1	-34	8.4	0
95	O=C(COc1cccc(C(F)(F)F)c1)Nc1cccc(S(=O)(=O)NC2=NCCCCC2)c1	0	-0.7	-9
96	O=C1NC(=O)C([N+](=O)[O-])=C(O)C1=O	-1	0.7	-4
97	Cc1cc(NC(=O)COC(=O)[C@H](Cc2ccccc2)NC(=O)c2ccco2)no1	31	36	-2
98	CN(C)S(=O)(=O)c1cccc(NC(=O)COc2cccc3ccccc23)c1	3	0.8	0
99	COc1ccc([C@@H]2[C@@H]3C(=O)N(C(C)(C)C)C(=O)[C@@H]3[C@]3(Cc4ccccc4)C(=O)N(c4cccc(C)c4)C(=O)N23)cc1	-12	2.7	-6
